PI4K2A block: qHTS for small molecular inhibitors of PI4K2A. 420,000 compounds, 0.13% hits. activity change, negative = inhibition, % at 76.9 µM. Phosphatidylinositol 4-kinase type 2-alpha (Homo sapiens), Q9BTU6. purified PI4K2A, ADP-Glo luminescence, 1 h; active compounds read low; in the data active = activity change below about -50%; inconclusive = mostly about -30% to -49%;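 also: -100% = wells without enzyme as full effect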
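PI4K2A activity was measured by ADP-Glo luminescence: enzyme (4 ug/mL stock) and phosphatidylinositol (1.2 mM stock) in Tris pH 7.5/MgCl2/EGTA/Triton X-100 buffer were reacted with ATP (300 microM stock) for one hour at ambient temperature.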
GLS inh: qHTS for Inhibitors of Glutaminase (GLS) | Glutaminase kidney isoform, mitochondrial (Homo sapiens), O94925 | GLS enzymatic activity, qHTS titration | Potency, µM (highest dose often 45.5 µM), without a hit: at the top dose activity change, negative = inhibition, hits mostly inhibitors | 410,000 compounds, 0.21% hits | AID 624170, 2012; also: potency is read from the fitted curve at half-maximal effect; % is scaled to controls: 0 for no effect and ±100 for the full control effect
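hKGA in 45 mM KH2PO4 (pH 8.2), 0.02% Tween-20 with compound, then 1mM L-Glutamine (stock as added) plus glutamate oxidase/HRP/Amplex red coupling mix. Fluorescence read initially and after 30 min at RT; signal change reflects glutamate formation.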
Pin1 inhibitor: qHTS Assay to Find Inhibitors of Pin1; Potency, µM (doses to about 115 µM), inactives show top-dose activity, negative = inhibition, usual class: inhibitors; Peptidyl-prolyl cis-trans isomerase NIMA-interacting 1 (Homo sapiens), Q13526; 390,000 compounds, 0.009% hits; AID 504891, 2011; Pin1 FP peptide displacement, HiFluor488, 10 min; active = well fitted inhibition curve with a large enough effect in the polarisation, with a control signal flat, not every such curve was filed as active; inconclusive = small, poorly fitted or top-dose-only effect, or effect the other way, or a change in a side signal; inactive = no such curve, though single readings can be large or run the other way; the % refers to the polarisation; also: potency is read from the fitted curve at half-maximal effect; % is scaled to controls: 0 for no effect and ±100 for the full control effect
Target sequence (Q13526 whole entry, looked up): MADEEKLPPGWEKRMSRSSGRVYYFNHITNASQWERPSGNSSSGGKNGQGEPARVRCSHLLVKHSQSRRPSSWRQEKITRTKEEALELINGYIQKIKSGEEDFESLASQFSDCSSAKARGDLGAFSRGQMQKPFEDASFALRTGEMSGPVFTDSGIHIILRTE
HP1b chromo inh: HTS for Inhibitors of HP1-beta Chromodomain Interactions with Methylated Histone Tails | Chromobox protein homolog 1 (Homo sapiens), P83916 | AlphaScreen HP1-beta / biotin-H3K9me3 peptide binding | Potency, µM (top dose mostly 114 µM), without a hit: at the top dose activity change, negative = inhibition, usual class: inhibitors | 390,000 compounds, 0.56% hits | AID 540317, 2011; also: potency is read from the fitted curve at half-maximal effect; nearly all actives have a fitted effect of over 70% in size; inactives centre near 23
Target sequence (P83916 whole entry, looked up): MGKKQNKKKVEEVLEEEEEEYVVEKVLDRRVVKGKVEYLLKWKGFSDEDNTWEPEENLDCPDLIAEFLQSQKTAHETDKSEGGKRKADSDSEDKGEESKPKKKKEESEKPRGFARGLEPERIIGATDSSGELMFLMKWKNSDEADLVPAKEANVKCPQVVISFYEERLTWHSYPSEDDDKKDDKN
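HP1-beta protein (50 nM final) preincubated 30 min at room temperature with biotinylated H3(1-18)K9me3 peptide (50 nM) in PBS pH 7.4, 0.01% Tween-20, then compound added for 30 min. AlphaScreen streptavidin donor/nickel chelate acceptor beads (10 ug/mL final), 30 min dark, luminescence read.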
JMJD2A Tudor: qHTS Assay for Inhibitors of JMJD2A-Tudor Domain | AlphaScreen JMJD2A-Tudor / H3K4me3 peptide binding | Potency, µM (doses to about 114 µM), for inactives: at the top dose activity change, negative = inhibition, most hits filed as inhibitors | 390,000 compounds, 4.4% hits | AID 504339, 2011; also: potency is read from the fitted curve at half-maximal effect; % is scaled to controls: 0 for no effect and ±100 for the full control effect; nearly all actives have a fitted effect of over 50% in size
BAZ2B block: qHTS Assay for Inhibitors of BAZ2B | Potency, µM (series often up to 114 µM), for the others: at the highest dose activity change, negative = inhibition, most hits filed as inhibitors | AID 504333, 2011 | 360,000 compounds, 4.4% hits | AlphaScreen BAZ2B-H3K14Ac peptide displacement | Bromodomain adjacent to zinc finger domain protein 2B (Homo sapiens), Q9UIF8; also: potency is read from the fitted curve at half-maximal effect; % is scaled to controls: 0 for no effect and ±100 for the full control effect; nearly all actives have a fitted effect of over 60% in size
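Inhibition is scored as reduced AlphaScreen emission. The BAZ2B/b-H3(5-23)K14Ac complex (50 nM each) in PBS pH 7.4, 0.01% Tween-20 meets compound (up to 110 uM) for 30 min at RT before bead addition.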
PGK inhibitor: qHTS Assay to Find Inhibitors of Phosphoglycerate Kinase | Phosphoglycerate kinase, glycosomal (Trypanosoma brucei brucei), P07378 | PGK/GAPDH coupled, Kinase-Glo luminescence, 60 min | Potency, µM (top dose mostly 57.5 µM), for inactives: top-dose activity change, negative = inhibition, actives largely listed as inhibitors | 380,000 compounds, 0.043% hits | AID 602233, 2012; also: potency is read from the fitted curve at half-maximal effect; % is scaled to controls: 0 for no effect and ±100 for the full control effect; nearly all actives have a fitted effect of over 60% in size
Target sequence (P07378 whole entry, looked up): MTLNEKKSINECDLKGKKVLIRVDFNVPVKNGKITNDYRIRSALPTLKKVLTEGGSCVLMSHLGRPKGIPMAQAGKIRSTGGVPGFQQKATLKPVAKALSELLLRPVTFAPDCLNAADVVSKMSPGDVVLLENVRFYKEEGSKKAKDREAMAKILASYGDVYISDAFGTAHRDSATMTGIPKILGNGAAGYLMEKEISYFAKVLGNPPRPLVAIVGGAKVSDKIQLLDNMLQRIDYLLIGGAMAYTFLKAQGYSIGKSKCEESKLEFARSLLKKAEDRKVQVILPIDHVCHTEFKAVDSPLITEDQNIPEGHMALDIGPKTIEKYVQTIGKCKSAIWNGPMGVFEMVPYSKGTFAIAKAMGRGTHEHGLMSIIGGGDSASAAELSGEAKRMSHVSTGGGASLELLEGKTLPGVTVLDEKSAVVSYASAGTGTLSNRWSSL
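Luminescent ATP detection (Kinase-Glo Plus) follows a 60-minute room-temperature incubation, with wells lacking PGK as controls. Buffer: 100 mM TEA (pH 7.6), 5 mM MgCl2, 0.01% Tween-20. Coupling enzyme GAPDH (100 nM final) supplies unstable 1,3-BPG in-well.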
POLH inh: qHTS for Inhibitors of Polymerase Eta | DNA polymerase eta (Homo sapiens), Q9Y253 | recombinant Pol eta, fluorescent DNA replication assay | Potency, µM (highest dose often 114 µM), for inactives: at the top dose activity change, negative = inhibition, hits mostly inhibitors | 390,000 compounds, 1.2% hits | AID 588591, 2011; also: potency is read from the fitted curve at half-maximal effect; % is scaled to controls: 0 for no effect and ±100 for the full control effect
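Pol eta (10 nM) was preincubated with compounds for 15 min at room temperature, after which fluorescent replication substrate (50 nM final) was added to start the reaction. Fluorescence was read kinetically at 0 and 10 min.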
G9a inh: qHTS Assay for Inhibitors of Histone Lysine Methyltransferase G9a; Histone-lysine N-methyltransferase EHMT2 (Homo sapiens), Q96KQ7; G9a H3K9 monomethylation, AlphaScreen, 2 h; Potency, µM (highest dose often 102 µM), without a hit: at the top dose activity, negative = inhibition, usual class: inhibitors; 350,000 compounds, 8.8% hits; also: potency is read from the fitted curve at half-maximal effect; % is scaled to controls: 0 for no effect and ±100 for the full control effect; nearly all actives have a fitted effect of over 75% in size
Target sequence (Q96KQ7 913-1193 limits assumed): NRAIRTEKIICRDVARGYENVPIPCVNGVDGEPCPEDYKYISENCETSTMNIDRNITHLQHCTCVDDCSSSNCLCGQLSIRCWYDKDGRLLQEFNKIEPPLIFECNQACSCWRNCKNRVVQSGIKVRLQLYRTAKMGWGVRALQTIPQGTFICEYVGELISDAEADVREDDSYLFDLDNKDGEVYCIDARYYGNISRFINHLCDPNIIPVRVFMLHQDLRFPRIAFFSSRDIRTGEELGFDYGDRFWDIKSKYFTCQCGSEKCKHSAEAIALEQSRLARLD
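Step 1: enzyme (final 20 nM) with compound, 15 min RT. Step 2: substrate peptide 500 nM and SAM 20 uM, 2 h RT. Step 3: anti-H3K9me1 antibody and AlphaScreen beads, 10 min, then plate read.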
* marks the source's active call; other numbers are inactive results; i = inactive; u = inconclusive; x = no result given; [ ] = another dose, or the depositor's remark. Unless noted, calls follow the shape of the dose curve; as a rule, active = well fitted curve in the direction sought with a large enough effect; inconclusive = small, poorly fitted or top-dose-only effect, or another doubt; inactive = no such curve, though single readings can be large; an effect the other way counts as inactive or inconclusive. Only part of the results is shown (hit frequency here may not be typical).

SMILES	PI4K2A block	GLS inh	Pin1 inhibitor	HP1b chromo inh	JMJD2A Tudor	BAZ2B block	PGK inhibitor	POLH inh	G9a inh
COc1cccc(N2CC34C=CC(O3)C(C(=O)O)C4C2=O)c1 (stereo not given)	-3	-30%	-14%	15%	u	u	-14%	14µM*	u
O=C(O)CN1C2=NCCCN2c2ccccc21	1	-2%	-5%	14%	5%	-25%	-1%	8%	u
COc1ccccc1-c1noc(-c2ccc(N3CCN(c4ccccc4)CC3)c([N+](=O)[O-])c2)n1	1	5%	1%	59%[activator]	0%	-2%	-3%	-9%	-8%[59 µM]
Cc1ccccc1Cn1c(C(=O)O)c(CNCc2cccc(F)c2)c2ccccc21	4	-14%	16%	-18%	-19%	-12%	-1%	8%	0%[59 µM]
COCCNc1nc2c(S(=O)(=O)c3ccc(C)c(C)c3)nnn2c2ccc(Cl)cc12	2	1%	-2%	35%	1%	0%	-4%	-22%	12%[59 µM]
Cn1c(=O)[nH]c(=O)c2c1nc(CN1CCN(c3ccccc3F)CC1)n2CCCc1ccccc1	0	-3%	-2%	27%	-10%	11%	-8%	2%	-10%[59 µM]
C[C@@H]1CN([C@@H](C)CO)C(=O)Cc2cc(NC(=O)Nc3cccc4ccccc34)ccc2O[C@@H]1CN(C)S(C)(=O)=O	5	6%	5%	40%[activator]	-20%	x	-2%	-23%	x
O=C(CN1CCOCC1)Nc1ccccc1-c1ccccc1	-7	6%	-2%	20%	7%	7%	-3%	-6%	8%
CCOC(=O)N1CCN(c2c(NC3CCN(Cc4ccccc4)CC3)c(=O)c2=O)CC1	-2	24%	-4%	17%	-21%	-6%	-4%	-10%	9%
Cc1cc(C)cc(NC(=O)Nc2cc(-c3ccccc3)nn2C)c1	4	9%	1%	15%	-21%	-15%	-3%	-23%	20%[59 µM]
COc1cccc(COc2ccc3c(C)c(Cc4ccccc4)c(=O)oc3c2)c1	2	-9%	0%	105%[activator]	36%	x	9%	-11%	x
COc1cc(/C=C2/C(=O)N(C)C(=S)N2C)ccc1OCc1cccc(F)c1	3	3%	0%	19%	-16%	12%	3%	-12%	-8%
C[n+]1ccccc1C1CCCC/C1=N\Nc1ccc([N+](=O)[O-])cc1[N+](=O)[O-] (stereo not given)	-2	-2%	-2%	21%	-2%	u	-9%	-5%	2µM*
CCS(=O)(=O)c1nc(S(=O)(=O)c2ccc(Cl)cc2)c(NCCOC)s1	-4	-6%	3%	56%[activator]	-6%	-2%	-1%	-2%	25%
COc1ccccc1NC(=O)CCc1c(C)[nH]c(=O)c(C#N)c1C	2	0%	5%	16%	-12%	-26%	-4%	-7%	11%
CCCC(c1nnnn1CCc1ccccc1)N1CCC(C(N)=O)CC1 (stereo not given)	3	0%	-4%	28%	4%	-1%	1%	11%	-4%[59 µM]
CCOCCOC(=O)c1[nH]c2c(c1C)C(=O)CC(c1ccc(N(C)C)cc1)C2 (stereo not given)	-1	5%	-1%	3%	u	u	-5%	-9%	u
COc1ccccc1OCCNC(=O)CCS(=O)(=O)c1ccccc1	4	7%	0%	15%	-14%	x	-7%	-9%	x
COC(=O)c1[nH]c2cc(OC)ccc2c1NC(=O)c1ccc2c(c1)OCO2	0	0%	11%	-1%	-21%	-7%	i	3%	1%[12.7 µM]
COc1ccc(NC(=O)NC(C)c2c(-n3cccc3)sc(C)c2C)cc1OC (stereo not given)	2	11%	-4%	u	50µM*	35µM*	x	x	u
COc1cc(/C=C/C(=O)NC(C)CCc2ccccc2)cc(OC)c1OC (stereo not given)	1	16%	-2%	12%	-8%	10%	-5%	-16%	12%[59 µM]
COc1ccc(/C=N/NC(=O)c2cccc([N+](=O)[O-])c2)cc1OC(=O)c1ccc(C)cc1	-3	11%	1%	6%	-21%	-33%[57.1 µM]	0%	-6%	4%
O=S(=O)(c1ccccc1F)N1CCN(Cc2cc3c(cc2O)OCO3)CC1	-1	12%	1%	39%	u	u	-1%	-2%	u
CCCCNC(=O)c1cc([N+](=O)[O-])[nH]n1	-6	0%	-2%	23%	u	u	3%	-17%	u
CC(=O)c1ccc(N2CCN(S(=O)(=O)c3cccc(S(=O)(=O)N4CCOCC4)c3)CC2)cc1	-7	-10%	1%	-10%	4%[11.4 µM]	u	6%	-17%	-34%
Cn1c(=O)cc(OCCCC(=O)NCCN2CCN(c3ccccc3F)CC2)c2ccccc21	-2	2%	1%	32%	-14%	6%	-10%	-16%	24%
O=C(NC1CCCCC1)C1CCN(S(=O)(=O)N2CCOCC2)CC1	0	-12%	-5%	19%	5%	3%	i	-7%	0%
CCc1ccc(NC(=O)CSc2nc3ccsc3c(=O)n2CCCCCC(=O)O)cc1	-7	-15%	-6%	41%	-6%[57.1 µM]	x	i	-10%	-2%
CCN1C(=O)/C(=C/c2ccc(N3CCCC3)cc2)NC1=S	2	-1%	u	u	u	25µM*	-4%	u	3.2µM*
COc1ccc(CC(=O)Nc2cccc(Cl)c2C)cc1S(=O)(=O)N1CCOCC1	-4	-3%	0%	16%	-10%	-3%	-6%	-8%	-1%[12.7 µM]

4 entries drawn at random from those above:
SMILES	PI4K2A block	GLS inh	Pin1 inhibitor	HP1b chromo inh	JMJD2A Tudor	BAZ2B block	PGK inhibitor	POLH inh	G9a inh
CCCC(c1nnnn1CCc1ccccc1)N1CCC(C(N)=O)CC1 (stereo not given)	3	0%	-4%	28%	4%	-1%	1%	11%	-4%[59 µM]
COc1ccc(/C=N/NC(=O)c2cccc([N+](=O)[O-])c2)cc1OC(=O)c1ccc(C)cc1	-3	11%	1%	6%	-21%	-33%[57.1 µM]	0%	-6%	4%
COc1ccccc1OCCNC(=O)CCS(=O)(=O)c1ccccc1	4	7%	0%	15%	-14%	x	-7%	-9%	x
CCOCCOC(=O)c1[nH]c2c(c1C)C(=O)CC(c1ccc(N(C)C)cc1)C2 (stereo not given)	-1	5%	-1%	3%	u	u	-5%	-9%	u

Rewritten with two lines to a compound: part of the list above.
Each structure is followed by: PI4K2A block | GLS inh | Pin1 inhibitor | HP1b chromo inh | JMJD2A Tudor | BAZ2B block | PGK inhibitor | POLH inh | G9a inh
- O=S(=O)(c1ccccc1F)N1CCN(Cc2cc3c(cc2O)OCO3)CC1
    -1 | 12% | 1% | 39% | u | u | -1% | -2% | u
- CCCCNC(=O)c1cc([N+](=O)[O-])[nH]n1
    -6 | 0% | -2% | 23% | u | u | 3% | -17% | u
- CC(=O)c1ccc(N2CCN(S(=O)(=O)c3cccc(S(=O)(=O)N4CCOCC4)c3)CC2)cc1
    -7 | -10% | 1% | -10% | 4%[11.4 µM] | u | 6% | -17% | -34%
- Cn1c(=O)cc(OCCCC(=O)NCCN2CCN(c3ccccc3F)CC2)c2ccccc21
    -2 | 2% | 1% | 32% | -14% | 6% | -10% | -16% | 24%

Next part.
SMILES	PI4K2A block	GLS inh	Pin1 inhibitor	HP1b chromo inh	JMJD2A Tudor	BAZ2B block	PGK inhibitor	POLH inh	G9a inh
CCOc1ccc(N=C2SCC(=O)N2CC)cc1	2	-9%	-2%	50%[activator]	-30%	-2%	i	-20%	1%[0.501 µM]
Cc1cccc(C(=O)NCC2CCCO2)c1 (stereo not given)	-2	8%	-10%	37%	-7%	-2%	1%	-4%	3%[59 µM]
CC(=O)c1c(OC(=O)c2ccccc2Br)ccc2c(C)cc(=O)oc12	13	7%	0%	25%	-13%	4%	4%	-9%	u
COc1ccc2cc(C(=O)NCC3CCCO3)[nH]c2c1 (stereo not given)	-1	7%	-1%	13%	-14%	3%	8%	-12%	21%
Cc1ccc(OCCC(=O)OCC(=O)N2c3ccccc3CC2C)cc1 (stereo not given)	4	-3%	0%	60%[activator]	16%	9%	-7%	-22%	47%[59 µM]
CC(C)CSc1nc(N)nc2c1ncn2C1OC(CO)C(O)C1O (stereo not given)	2	-5%	-7%	32%[57 µM]	-3%	x	-2%	-14%	x
CN1CCSc2ccc(C(=O)NCc3cccc(Br)c3)cc21	-5	10%	13%	16%	-32%	-38%	11%	-21%	2%
OCC1(CCc2ccccc2)CCN(Cc2ccccc2Cl)CC1	3	-15%	2%	26%	4%	6%	4%	-29%	x
O=C(CNC(=O)c1ccccc1)N/N=C/C=C/c1ccccc1	2	-1%	1%	29%	9%	1%	-1%	-4%	45%
O=C(/C=C/c1ccco1)NC(=S)Nc1cccc([N+](=O)[O-])c1	-6	7%	u	-9%	u	u	-1%	50µM*	-42%[59 µM]
CCCN1CCC(=O)N([C@H](CSc2ccc(C)cc2)c2ccccc2)CC1	-2	0%	5%	21%	-35%	-16%	9%	-12%	-7%[12.7 µM]
CCOc1ccc2nc(NC(=O)c3cccnc3)sc2c1	-4	1%	10%	36%[activator]	-11%	1%	i	-9%	-1%[59 µM]

From PubChem
